iPSC survival up: enhancers of single-cell hiPSC survival, primary screen, ATPlite luminescence. 0.044% of 360,000 active. 100% = ROCK inhibitor wells, 0% = DMSO. survival enhancement, % at 20 µM; in the data active means survival enhancement above about 18%;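 further: cells exposed to compounds for 16 hours before the ATP read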
Vif imaging: HIV Vif self-association inhibitors, primary screen, imaging, HEK293T, single point | inhibition, % at 7.49 µM | 0.35% of 340,000 active | HEK293T cells, Vif self-association by quenched fluorescence, 24 h; in the data active means inhibition above about 50%, passing the limit was not always enough; inconclusive means no clear call, values can overlap the other calls; inactive means below about 31%; further: some results filed as inactive read as strong as hits
NR2E3 ag-1: NR2E3 agonists in two-hybrid cells, primary screen, cell-based, luminescence, CHO-S, Gal4-NCOR/VP16-NR2E3; luciferase; inhibition of corepressor binding, % at 3.98 µM; 0.35% of 360,000 active; AID 602229, 2012;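 active means inhibition above the mean of all tested compounds plus 3 SD, cut at about 70% in these data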;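 further: 0% = DMSO with NR2E3 transfected cells and 100% = cells lacking NR2E3 construct; higher means lower luciferase signal from less NR2E3 corepressor binding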
Target sequence (Q9Y5X4 whole entry, looked up, the tested form may be a part): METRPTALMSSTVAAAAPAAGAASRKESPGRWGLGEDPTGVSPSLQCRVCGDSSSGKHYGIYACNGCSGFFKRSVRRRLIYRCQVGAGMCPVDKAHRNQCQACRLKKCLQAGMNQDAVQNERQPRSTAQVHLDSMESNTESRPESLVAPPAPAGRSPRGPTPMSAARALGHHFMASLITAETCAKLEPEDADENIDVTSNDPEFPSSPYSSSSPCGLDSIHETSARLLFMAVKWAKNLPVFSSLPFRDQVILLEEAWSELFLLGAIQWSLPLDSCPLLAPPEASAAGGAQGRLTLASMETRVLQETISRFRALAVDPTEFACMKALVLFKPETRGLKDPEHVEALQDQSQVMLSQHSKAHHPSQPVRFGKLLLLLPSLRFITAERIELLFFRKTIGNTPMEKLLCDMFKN
Exocytosis inh: LAMP-1 surface exposure blockers, TALL-104 cells – cell-based, flow cytometry, MLPCN library, primary screen; TALL-104 LAMP-1 surface exposure; cells stimulated with thapsigargin and PMA; inhibition, % at 10 µM; 0.66% of 360,000 active; AID 651702, 2012;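 active means inhibition above about 55%, limit read from the data; inconclusive means no clear call, values can overlap the other calls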
PDI turbidity: inhibitors of human PDI, primary screen, biochemical, turbidity, single point, plate reader; PDI insulin aggregation turbidity, A650, 90 min; inhibition, % at 10 µM; 0.052% of 350,000 active;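 active means mean inhibition across replicates of 30% or more, whatever share of single replicates reach that level; inconclusive means mean inhibition below 30% while every single replicate reaches 30%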;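 further: absorbance from insulin aggregation driven by PDI reduction with DTT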
Target sequence (P07237 whole entry, looked up): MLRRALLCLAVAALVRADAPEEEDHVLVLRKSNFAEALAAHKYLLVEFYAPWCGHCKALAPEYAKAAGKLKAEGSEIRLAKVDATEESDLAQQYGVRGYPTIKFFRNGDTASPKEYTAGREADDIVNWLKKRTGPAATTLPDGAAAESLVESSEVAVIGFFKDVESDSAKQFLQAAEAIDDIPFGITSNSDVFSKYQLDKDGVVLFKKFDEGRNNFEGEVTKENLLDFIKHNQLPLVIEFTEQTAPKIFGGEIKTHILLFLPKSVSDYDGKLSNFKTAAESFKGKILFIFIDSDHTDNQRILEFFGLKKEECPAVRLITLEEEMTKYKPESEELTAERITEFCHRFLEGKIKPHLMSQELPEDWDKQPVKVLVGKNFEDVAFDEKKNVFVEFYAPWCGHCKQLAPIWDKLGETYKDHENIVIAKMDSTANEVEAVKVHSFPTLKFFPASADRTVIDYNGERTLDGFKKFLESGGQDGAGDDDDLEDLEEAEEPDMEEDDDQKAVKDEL
NR2E3 ag-2: inhibitors of NR2E3-RetCOR corepressor binding, primary screen, NR2E3 agonist project, biochemical, TR-FRET, GST-NR2E3, biotin-RetCOR; Photoreceptor-specific nuclear receptor (Homo sapiens), Q9Y5X4; AID 2300, 2010; inhibition of corepressor binding, % at 4.78 µM; 0.12% of 320,000 active; 1536-well;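 active means percent inhibition above the cutoff of mean plus 3 SD of all tested compounds, set per screening campaign, cut at about 20% in these data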;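 further: 0% = DMSO wells and 100% = biotin wells as full block of FRET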
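System: GST-NR2E3 and biotin-RetCOR proteins; probe or stimulus: 7 nM biotin-RetCOR; doses: compound at 4.8 µM, single dose; schedule: Compound–protein incubation for 5 h at 4 °C; detection: time-resolved FRET; read-out: percent inhibition; controls: biotin wells as high control, 0.6% DMSO wells as low control; format: 1536-well plates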
HIF-2a inh: HIF-2a reporter inhibitors, primary screen, luminescence, 786-0 RCC cells; inhibition, % at 18.8 µM; AID 624352, 2012; 0.72% of 360,000 active; 786-0 RCC cells HIF-2a reporter, luciferase luminescence, overnight;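 active means inhibition of the luminescence signal of 40% or more relative to plate controls, in a single-dose primary screen at 18.75 µM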
TRPM1 prom inh: inhibitors of MITF-dependent TRPM1 promoter reporter, primary screen, cell-based, SK-MEL-5, single point, luciferase; 0.83% of 330,000 active; SK-MEL-5 TRPM1 promoter luciferase, 24 h; AID 488899, 2010; inhibition, % at 12.5 µM;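 active means mean inhibition across replicates of 60% or more, whatever share of single replicates reaches that level; inconclusive means some that reach 60%, reason not given; inactive means mean inhibition across replicates below 60%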; further: values of inactives mirror those of a sister screen read the other way
CaV13 FRET inh: Primary screen for inhibitors of IQ motif and Ca2+-dependent inactivation inhibitor domain binding in CACNA1D, Förster resonance energy transfer in living cells, …; HEK cells, CFP/YFP FRET ICDI-IQ, plate reader, 10 min; percent FRET-ratio fall versus neutral wells; inhibition, % at 12.3 µM; 0.098% of 340,000 active;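 active means mean replicate inhibition of at least 30% and at least 1% of replicates passing that level; inconclusive means only one of the two criteria is met; inactive means neither criterion is met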;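 further: 0% = median of the neutral control wells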
Peg3 prom inh: Peg3 promoter-driven luciferase inhibitors, primary screen, cell-based, HeLa, luciferase luminescence. inhibition, % at 20 µM. HeLa PEG-Prom luciferase reporter, overnight. 1.7% of 360,000 active. AID 588405, 2011;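 active means inhibition of at least 50% at 20 µM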
aDG glyco up: activators of alpha-DG glycosylation, primary screen, uHTS, Pro5-aDG cells, AlphaScreen. alpha-DG glycosylation AlphaScreen (IIH6); 0% Pro5, 100% B10-LARGE cell signal. activation, % at 10 µM. 0.22% of 360,000 active. AID 624168, 2012;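 active means activation of at least 8% versus controls, or a plate z-score of at least 8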;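 further: Pro5 are CHO cells carrying HIG-tagged alpha-DG that lacks glycosylation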
The depositor's hits bear a star; ? = inconclusive; nt = not tested or not shown.

Structure	NR2E3 ag-1	Exocytosis inh	TRPM1 prom inh	PDI turbidity	CaV13 FRET inh	aDG glyco up	NR2E3 ag-2	Peg3 prom inh	iPSC survival up	Vif imaging	HIF-2a inh
CC1=CC(C)(C)Nc2ccc(OC(=O)CN3C(=O)C4CCCCC4C3=O)cc21 (configuration not stated)	5.7	1.7	-1.3	8.8	-4.4	0.0	1.1	6.5	-4.9	-0.3	85.2*
Cc1ccc(-c2cnn3c(N4CCOCC4)cc(C)nc23)cc1	-9.4	-13.1	-45.4	-16.4	-4.8	0.2	nt	-32.2	-0.2	-0.5	-29.8
COc1ccc(C(CNC(=O)c2oc3ccc(F)cc3c2C)N2CCCCC2)cc1 (configuration not stated)	-38.1	12.7	-1.1	-3.8	-3.1	-0.7	1.6	15.5	-0.1	5.4	12.0
CC12CCC(C(=O)NCc3ccccc3)(OC1=O)C2(C)C (configuration not stated)	12.7	0.9	5.9	-2.4	-5.1	-0.1	-0.6	11.3	4.7	-10.4	20.3
CCC(Br)C(=O)Nc1ccc(OC)cc1 (configuration not stated)	-9.6	7.3	-2.8	-2.6	-3.6	0.4	-0.3	8.1	3.7	6.3	-0.8
C#CCOCCOCCOCCNc1nc(N2CCOCC2)nc(N2CCN(C(=O)[C@H](CCCCN)n3cc([C@@H](N)CC(C)C)nn3)CC2)n1	-9.2	0.6	-3.0	4.5	-9.7	0.1	-1.9	8.1	-1.1	0.9	15.0
CCc1nc(SCC(=O)N2CCc3ccccc32)c2oc3ccccc3c2n1	1.0	4.5	0.8	-1.0	-15.2	0.1	nt	14.6	0.1	-6.3	9.6
O=C(O)CCN=C1CCCc2ccccc2N1	5.8	-2.4	-0.5	12.7	-4.5	-0.1	5.8	0.5	6.9	5.7	8.4
CCOc1ccc2nc(N(CCN(CC)CC)C(=O)c3cccc([N+](=O)[O-])c3)sc2c1	-15.7	-2.5	2.8	-2.2	-0.1	0.2	1.2	-5.5	-0.3	-2.4	-11.2
O=C(NC1CCCC1)c1cccc(S(=O)(=O)N2CCOCC2)c1	15.0	23.1	2.9	-1.9	-5.3	-0.1	1.0	-5.3	-0.5	-7.6	8.0
Cc1ccc(S(=O)(=O)Nc2cccc(C(=O)NCCN3CCOCC3)c2)cc1F	15.3	3.8	-3.3	0.2	-1.8	-0.1	3.9	15.3	-0.4	10.8	0.2
COc1ccc(C(=O)COC(=O)c2ccc(OC)c(OC)c2)cc1OC	0.3	-1.7	2.4	-2.9	nt	-0.2	2.5	-3.0	1.3	1.3	-4.3
Cn1cc([N+](=O)[O-])c(C(=O)N/N=C/c2ccncc2)n1	-35.6	1.4	7.3	7.5	-2.7	0.2	0.3	9.3	0.6	3.2	11.2
CCN(CC)S(=O)(=O)c1ccc(S(=O)(=O)Nc2c(C)nn(C)c2C)cc1	52.5	-0.3	22.6	2.4	-5.8	2.5	0.8	8.2	0.3	-17.9	12.9
CCOC(=O)[C@]12CCC=C1N(Cc1cccc3ccccc13)C(=O)[C@H](CC(=O)NCC1CCCCC1)C2	9.2	1.4	nt	nt	-2.7	0.2	nt	nt	-0.2	nt	-39.7
Cc1ccc(-c2nnc(N3CCC(C)CC3)c3ccccc23)cc1	-21.9	3.6	-1.2	-1.1	-3.9	0.3	1.4	12.6	-0.5	-2.2	-19.3
Cc1ccc2c(c1C)NC(=O)C2(O)CC(=O)c1ccc2c(c1)OCO2 (configuration not stated)	28.4	-0.9	18.1	9.1	-7.8	-0.2	3.7	6.5	-0.4	-2.7	4.7
CC(C)(Oc1ccc(CCNC(=O)c2ccc(-c3ccccc3)o2)cc1)C(=O)O	-183.6	4.2	2.9	-10.1	-4.8	-0.4	0.3	13.4	0.0	1.3	11.1
O=C(/C=C/Nc1ccc(F)cc1)c1cccs1	-121.5	-1.7	-5.8	-0.8	nt	-0.2	0.5	-167.2	-4.9	-3.6	-151.0
Cc1nnc(SCc2ccccc2Cl)n1CC1CCCO1 (configuration not stated)	1.2	0.2	-14.2	-6.4	-4.9	-0.2	-0.1	14.6	0.3	-0.1	21.0
Cc1ccc(S(=O)(=O)NCC(=O)NC2CC2)cc1	-18.2	-1.7	16.5	1.9	-6.7	0.0	2.6	-4.9	-0.4	3.0	14.4
CCOC(=O)N(Cc1ccccc1)C1CC1	1.8	0.4	-1.4	1.8	-2.2	-0.1	nt	-0.9	-1.0	?	3.1
O=C(c1cccc(F)c1)N1CCN(Cc2c[nH]c3ccccc23)CC1	15.4	0.4	23.0	2.9	nt	0.3	3.6	13.2	4.6	-7.0	-2.9
CCC(c1nnc(SCC(=O)Nc2cccc(S(N)(=O)=O)c2)n1Cc1ccccc1)N(C)C (configuration not stated)	-8.5	-4.3	5.6	2.1	-6.7	0.2	-0.2	-3.0	-0.9	9.0	14.0
Cc1oc(-c2cc(F)ccc2F)nc1CN(C)Cc1ccc2nccnc2c1	-6.9	-1.0	0.2	-0.8	-6.4	0.4	0.5	21.5	-0.1	-0.8	19.7
Nc1nc(-c2ccccc2)nc2sc3c(c12)CCCC3	-164.4	3.3	-39.8	3.3	-5.8	0.4	-1.7	-205.6	-2.2	-3.7	-240.2
Cc1nn(Cc2ccc(C(=O)Nc3ccccc3F)cc2)c(C)c1Cl	0.8	1.1	4.7	-0.8	-11.0	0.1	-2.7	-5.8	-1.2	-0.7	-4.4
Cc1ccc(CN(C)C(=O)c2cc(COc3cccc(C(F)(F)F)c3)on2)o1	-8.9	2.2	-5.2	2.8	-7.9	0.0	2.5	15.2	-0.1	0.5	-14.1
Cc1c(/C(O)=C2/C(=O)C(=O)N(CCN3CCOCC3)C2c2cccnc2)cnn1-c1ccccc1 (configuration not stated)	-11.0	-1.2	-5.4	-16.6	-0.2	-0.2	0.3	-3.2	5.7	-11.1	-8.9
CC(C)NC(=O)C1(C)CCN1C(=O)c1ccccc1 (configuration not stated)	8.8	0.2	nt	-0.4	-4.8	-0.2	nt	13.2	1.5	22.5	16.4

Next section; it opens with the two that closed the last part.
Structure	NR2E3 ag-1	Exocytosis inh	TRPM1 prom inh	PDI turbidity	CaV13 FRET inh	aDG glyco up	NR2E3 ag-2	Peg3 prom inh	iPSC survival up	Vif imaging	HIF-2a inh
Cc1c(/C(O)=C2/C(=O)C(=O)N(CCN3CCOCC3)C2c2cccnc2)cnn1-c1ccccc1 (configuration not stated)	-11.0	-1.2	-5.4	-16.6	-0.2	-0.2	0.3	-3.2	5.7	-11.1	-8.9
CC(C)NC(=O)C1(C)CCN1C(=O)c1ccccc1 (configuration not stated)	8.8	0.2	nt	-0.4	-4.8	-0.2	nt	13.2	1.5	22.5	16.4
COC(=O)C1CSC(C(=O)OC)N1C(=O)CN1CC(C)OC(C)C1 (configuration not stated)	-16.7	2.0	-9.4	-4.0	-3.8	-0.1	-2.5	-7.9	-1.2	12.2	-17.0
O=C(NC(=S)NCCC1=CCCCC1)c1ccccc1Br	-36.1	-4.7	-1.8	7.9	3.8	-0.2	-0.5	-14.1	-1.7	17.5	-44.9
COC(=O)c1cn(-c2cccc(C)n2)cn1	14.5	-5.2	-0.1	-5.2	1.7	-0.1	-1.1	-5.5	-2.2	1.5	9.9
Cc1csc(Sc2ccc([N+](=O)[O-])cc2C(=O)OCC(=O)NC(=O)NC(C)(C)C)n1	-22.1	-4.8	-9.5	2.9	-0.6	-0.2	2.8	9.8	8.0	-5.2	14.3
CCOC(=O)C1=C2NC(=O)c3ccccc3N2C(=O)C1	9.5	-0.7	13.8	2.6	-1.7	-0.1	0.0	-3.6	0.1	-4.4	18.8
O=C(NCCC1CCCCN1S(=O)(=O)c1cccs1)C(=O)Nc1cccc(F)c1 (configuration not stated)	-20.5	10.4	-6.0	4.3	-4.9	0.2	0.4	4.6	-0.4	-9.5	-57.5
Cn1c(N)c(C(=O)c2cc(-c3ccncc3)nc3ccccc23)c(=O)n(C)c1=O	-1.2	0.9	-14.9	-1.7	-19.2	-0.2	-4.1	-14.6	0.5	8.0	-11.9
CCOC(=O)c1c(C)n(C)c2ccc(OC)c(NC(=O)CN3CCN(Cc4ccccc4)CC3)c12	-15.5	-5.1	7.3	-5.9	-5.1	0.0	2.8	11.2	-0.6	-8.4	3.2
COc1ccc(C2=Nn3c(nnc3-c3ccncc3)SC2)cc1	-7.1	-8.0	-15.4	2.0	-4.2	-0.1	2.8	4.8	0.7	0.9	10.9
O=C(O)CCc1nnc(SCC(=O)Nc2ccc(Br)cc2)[nH]c1=O	-8.4	1.5	2.2	-6.6	8.8	1.3	3.3	1.6	0.9	-0.2	5.5
CC(=O)c1cc(-c2ccccc2)n(CC(=O)Nc2cc(C)cc(C)c2)c1C	-23.1	8.0	8.0	-0.1	-5.0	0.3	0.5	22.2	1.9	-0.6	15.5
COC(=O)CSc1nnc(CNC(=O)c2cccs2)n1-c1cc(OC)ccc1OC	-9.0	2.2	-7.8	1.3	-4.6	0.0	-1.4	12.4	-1.1	10.9	-5.9
COCCn1c(SCc2ccc(OC)c(F)c2)nnc1-c1ccncc1	-8.5	-13.4	-5.7	-4.8	-2.2	0.0	-1.8	14.2	0.0	-29.8	7.6
O=C(O)Cc1ccc(C(=O)c2ccc(Cl)cc2Cl)s1	-24.3	-2.5	7.2	-15.6	-10.5	-0.3	2.4	-42.6	2.7	8.0	-14.0
Cc1nc(-c2ccc(Cl)cc2)sc1C1(C)CC(c2cccc(F)c2)=NO1 (configuration not stated)	-69.7	16.1	-47.8	-0.6	-10.7	0.1	2.1	-110.0	0.9	-4.8	-198.1
Cc1ccccc1OCC(=O)Nc1cccc2nsnc12	-3.5	0.8	-1.7	1.2	nt	-0.2	-1.1	-116.3	1.4	18.8	-77.7
Cc1cccc(C(=O)OC(C)C(=O)Nc2ccc(S(=O)(=O)Nc3ncccn3)cc2)c1C (configuration not stated)	-20.9	-4.1	7.9	-7.6	-5.1	-0.1	1.0	5.7	2.1	-6.1	17.3
Cc1ccc(C)c(NS(=O)(=O)c2ccc3[nH]c(=O)oc3c2)c1	-2.9	8.7	4.0	5.2	3.6	0.0	5.0	16.9	-0.9	-17.1	16.2
